# Source: PubChem BioAssay
# CBFb-RUNX1 inh – inhibitors of human CBF-beta and RUNX1 interaction | Q01196+Q13951 | AlphaScreen CBFb-His/RUNX1-biotin binding, biochemical | Potency, µM (doses to about 59.8 µM), inactives show at the top dose activity, negative = inhibition, most hits filed as inhibitors | 230,000 tested, under 10 active; note: % of control where 0% means no effect
#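 Bead-based AlphaScreen assay; binding partners His-tagged CBF-beta and biotinylated RUNX1 at 30 nM each. Compound exposure 15 min after a 20-min protein preincubation; bead step 90 min; all steps at room temperature.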
# Lamin A splicing – modulators of lamin A splicing; hit rate 0.01% among 200,000; HeLa LMNA splicing GFP/RFP minigene ratio, 48 h; Potency, µM (highest dose often 46.1 µM), without a hit: at the highest dose ratio change, negative = inhibition, actives largely listed as inhibitors; active = well fitted inhibition curve with a large enough effect in the signal ratio, with a control signal flat, not every such curve was filed as active; inconclusive = small, poorly fitted or top-dose-only effect, or effect the other way, or a change in a side signal; the % refers to the signal ratio; note: potency is the fitted concentration of half-maximal effect; % is set by controls: 0 for no effect and ±100 for the full control effect
#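 S3 HeLa stable clones carrying a lamin A-EGFP splicing minigene plus DsRed2 were seeded at 600 cells/well in Opti-MEM with 2% FBS, pin-dosed and incubated 48 h at 37°C. Acumen cytometry (488 nm) gave the GFP/RFP total-intensity ratio.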
# Luc counter – blocks Kinase-Glo luciferase, a counter-screen artifact | Q27757 | Kinase-Glo luciferase, ATP luminescence, 8 min | Potency, µM (series often up to 38.3 µM), for the others: at the highest dose activity change, negative = inhibition, usual class: inhibitors | hit rate 0.28% among 200,000 | AID 1379; note: potency is the fitted concentration of half-maximal effect; % is set by controls: 0 for no effect and ±100 for the full control effect; nearly all actives have a fitted effect of over 60% in size
#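 Kinase-Glo luciferase light output from ATP and luciferin was measured with 10 uM ATP, within the enzyme's linear range. Buffer: 50 mM imidazole pH 7.2, 50 mM KCl, 7 mM MgCl2, 0.01% Tween 20, 0.05% BSA; luminescence read after 8 min at ambient temperature.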
# NPSR antagonist – blocks cAMP signaling of the human neuropeptide S receptor; Potency, µM (top dose mostly 38.3 µM), for the others: at the highest dose activity change, negative = inhibition, hits mostly inhibitors; hit rate 1% among 220,000; CHO-NPSR cells, cAMP TR-FRET, antagonist mode; Q6W5P4; note: potency is the fitted concentration of half-maximal effect; % is set by controls: 0 for no effect and ±100 for the full control effect; nearly all actives have a fitted effect of over 50% in size; many of its hits are not listed in these tables
# Target sequence (Q6W5P4 whole entry, looked up): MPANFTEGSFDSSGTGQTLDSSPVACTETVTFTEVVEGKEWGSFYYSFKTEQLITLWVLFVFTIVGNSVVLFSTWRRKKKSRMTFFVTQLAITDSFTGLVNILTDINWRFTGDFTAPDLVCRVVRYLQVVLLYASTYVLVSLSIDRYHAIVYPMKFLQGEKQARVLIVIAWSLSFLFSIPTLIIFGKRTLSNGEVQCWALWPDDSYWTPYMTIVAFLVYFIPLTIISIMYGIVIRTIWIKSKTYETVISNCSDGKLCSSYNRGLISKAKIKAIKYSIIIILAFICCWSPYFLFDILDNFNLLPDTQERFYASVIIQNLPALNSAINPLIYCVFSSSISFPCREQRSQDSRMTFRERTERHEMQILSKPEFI
# IMPase Li inh – IMPase inhibition in cells with lithium potentiation | CHO-M1 cells, IP1 TR-FRET (IP-One), carbachol + lithium | Potency, µM (doses to about 59.4 µM), for the others: at the highest dose activity, negative = IMPase inhibition, most hits filed as inhibitors | hit rate 0.35% among 210,000 | AID 1457;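 note: IP1 builds up when IMPase is blocked and the TR-FRET signal falls; potency is the fitted concentration of half-maximal effect; plate controls were basal vehicle for no effect and high inhibitor control for full effect; nearly all actives have a fitted effect of over 50% in size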
#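 Readout is a homogeneous TR-FRET IP1 immunoassay (Ex 320, Em 665 and 620), where raised cytosolic IP1 lowers signal. Cells were CHO-M1 treated 30 min at 37C with test compounds plus a little lithium; AC50 values came from Hill-equation fitting.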
# Epigenetic reg – derepresses silenced GFP reporter in murine cells; murine LDR cells, GFP reporter derepression, 30 h; Potency, µM (top dose mostly 53.9 µM), for inactives: top-dose GFP activation, actives largely listed as activators; hit rate 0.2% among 280,000; note: potency is the fitted concentration of half-maximal effect; % of control where 0% means no effect; nearly all actives have a fitted effect of over 60% in size
#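 Murine LDR cells bearing a silenced CMV-driven GFP reporter were exposed to compound for 30 h at 37 C. After PBS washes, GFP-positive cells (20-120 um objects) counted by laser-scanning microplate cytometry.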
# aGal spleen mod – alpha-galactosidase A (human) modulation. human spleen homogenate, 4MU-alpha-Gal fluorescence, 40 min. Potency, µM (top dose mostly 80 µM), for inactives: at the top dose activity change, negative = inhibition, actives largely listed as inhibitors. hit rate 0.008% among 240,000. AID 2107;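 note: potency is the fitted concentration of half-maximal effect; 0% = enzyme with vehicle and -100% = no enzyme basal signal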
# Target sequence (P06280 32-429 limits assumed): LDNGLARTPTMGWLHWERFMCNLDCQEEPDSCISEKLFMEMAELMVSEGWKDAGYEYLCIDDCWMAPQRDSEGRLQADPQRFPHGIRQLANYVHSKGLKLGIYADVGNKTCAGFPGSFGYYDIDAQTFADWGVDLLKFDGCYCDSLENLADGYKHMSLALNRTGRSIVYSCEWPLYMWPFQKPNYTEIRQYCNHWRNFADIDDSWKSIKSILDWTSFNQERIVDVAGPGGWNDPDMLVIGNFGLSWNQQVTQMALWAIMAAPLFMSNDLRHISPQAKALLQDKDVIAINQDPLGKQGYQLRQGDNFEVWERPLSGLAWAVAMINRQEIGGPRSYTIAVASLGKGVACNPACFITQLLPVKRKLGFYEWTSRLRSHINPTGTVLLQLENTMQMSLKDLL
#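 Fluorogenic readout (Ex 365/Em 440 nm) of 4-methylumbelliferone released from 1 mM 4-MU-alpha-galactoside by spleen homogenate, 40 min at 37C, pH 5.0. Data normalized to no-enzyme and enzyme controls; Hill-equation AC50 from compound titrations.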
# * = called active by the depositor; ? = inconclusive; . = no result given; [ ] = remark or other dose. Unless noted, calls come from the whole dose curve; as a rule, active = well fitted curve in the direction sought with a large enough effect; inconclusive = small, poorly fitted or top-dose-only effect, or another doubt; inactive = no such curve, though single readings can be large; an effect the other way counts as inactive or inconclusive. An excerpt, so the mix of outcomes need not match the whole.
SMILES,CBFb-RUNX1 inh,Lamin A splicing,Luc counter,NPSR antagonist,IMPase Li inh,Epigenetic reg,aGal spleen mod
CCOC(=O)CCc1c(C)c2c(C)nn(-c3ccccc3)c2[nH]c1=O,-6%,-13%,0%,1%[46.1 µM],1%,2.0%,-3%
CC(C)(C)NC(=O)COC(=O)c1ccccc1Nc1ccc(SC(F)F)cc1,-3%,?,-14%,-45%,5%,-3.0%,-5%
O=C(O)CCC(=O)NNC(=O)COc1ccc(Cl)cc1Cl,6%,25%[46 µM],0%,8%,10%,0.0%,-2%
COc1ccc(NC(=O)c2cc(OC)c(OC)c(OC)c2Br)cc1OC,18%,-7%,0%,14%,-5%,-1.8%,-5%
COCCCNC(=S)N/N=C/c1ccc(OC)c(Br)c1,-2%,.,.,-3%,.,1.1%,-3%
CC(=O)Nc1ccc(NC2=Nc3ccccc3N3C2=Nc2c(c(C)nn2-c2ccccc2)C3c2ccccc2)cc1 (centres undefined),6%,2%,-5%,-1%[46.1 µM],2%[38.3 µM],2.4%,-4%
COc1ccc(C(=O)O)cc1S(=O)(=O)NC(C)(C)C,2%,.,.,-40%,.,-0.3%,1%
Cc1cccc(N2CCN(c3ccc(N4C(=O)CCCC4=O)cc3[N+](=O)[O-])CC2C)c1 (centres undefined),6%,?,2%,14%,-1%,-0.9%,4%
O=C(c1cc2c(s1)-c1ccccc1OC2)N1CCCC1,8%,-4%,-1%,-6%[46.1 µM],-7%[38.3 µM],-0.2%,?
Cc1occc1C(=O)N/N=C/C=C/c1ccccc1[N+](=O)[O-],-4%,21%[46 µM],0%,-19%,-6%,-3.5%,3%
N#Cc1ccc(CN2CCC3(CC2)CCN(S(=O)(=O)c2ccccc2)CC3)cc1,.,.,-4%,.,44%[activator],.,-3%
O=C(Nc1ccc(Cl)c(Cl)c1)N1CCSCC1,3%,-7%,-3%,14%[46.1 µM],3%,-1.2%,-1%
CCN(C(=O)c1ccc(S(C)(=O)=O)cc1)C12CC3CC(CC(C3)C1)C2,-8%,-9%,0%,-9%[46.1 µM],19%,1.2%,2%
O=C(Nc1ccccc1)c1ccc(Br)c(S(=O)(=O)Nc2cccnc2)c1,3%,?,2%,0%,-3%,3.8%,8%
Cc1cc(C)cc(NC(=O)CSc2nc3c(c(=O)n2C)SC(C)C3)c1 (centres undefined),3%,3%,4%,-11%[46.1 µM],19%[38.3 µM],0.0%,7%
O=C(Oc1ccc2cccc(OC(=O)N3CCOCC3)c2c1)N1CCOCC1,-7%,2%,17%,-1%[46.1 µM],9%[38.3 µM],-0.1%,2%
Cc1nnc(SCC(=O)NCc2ccc3c(c2)OCO3)s1,0%,3%,3%,-1%[46.1 µM],0%,0.9%,2%
C=CCNCC(=O)NN=C(c1ccccc1)c1ccccc1,4%,-11%,3%,0%[46.1 µM],20%,-5.0%,11%
Cc1ccc(NCc2ccccc2F)cc1,3%,-1%,-2%,3%,2%,-0.7%,1%
O=C(NCCCN1CCOCC1)c1ccc(CSCc2cccc(Cl)c2)o1,-13%,.,1%,10%,4%,3.3%,1%

# Nothing new here: entries from further up.
SMILES,CBFb-RUNX1 inh,Lamin A splicing,Luc counter,NPSR antagonist,IMPase Li inh,Epigenetic reg,aGal spleen mod
CCOC(=O)CCc1c(C)c2c(C)nn(-c3ccccc3)c2[nH]c1=O,-6%,-13%,0%,1%[46.1 µM],1%,2.0%,-3%
CC(C)(C)NC(=O)COC(=O)c1ccccc1Nc1ccc(SC(F)F)cc1,-3%,?,-14%,-45%,5%,-3.0%,-5%

# Molecules shown so far with a nitro group on carbon (two):
SMILES,CBFb-RUNX1 inh,Lamin A splicing,Luc counter,NPSR antagonist,IMPase Li inh,Epigenetic reg,aGal spleen mod
Cc1cccc(N2CCN(c3ccc(N4C(=O)CCCC4=O)cc3[N+](=O)[O-])CC2C)c1 (centres undefined),6%,?,2%,14%,-1%,-0.9%,4%
Cc1occc1C(=O)N/N=C/C=C/c1ccccc1[N+](=O)[O-],-4%,21%[46 µM],0%,-19%,-6%,-3.5%,3%

# Next entries:
SMILES,CBFb-RUNX1 inh,Lamin A splicing,Luc counter,NPSR antagonist,IMPase Li inh,Epigenetic reg,aGal spleen mod
COc1cccc(CC2(CO)CCCN(Cc3sc(N4CCCC4)nc3Cl)C2)c1 (centres undefined),2%,.,2%,38%,10%,0.5%,-1%
OCc1ccccc1O,13%,?,-1%,.,13%,2.2%,-5%
COC(=O)c1sccc1NC(=O)/C=C/C(=O)O,-1%,6%[9.22 µM],1%,-3%,7%,-4.6%,5%
COc1ccc(CCC(=O)NCc2cnn(C)c2)cc1,3%,-2%,-1%,-1%[46.1 µM],10%[38.3 µM],0.9%,5%
O=C(NNC(=S)NC(=O)C12CC3CC(CC(C3)C1)C2)c1ccncc1,-12%,?,2%,-10%[46.1 µM],4%,-2.8%,1%
COC(=O)CN1C(=O)N/C(=C/c2ccc(C)o2)C1=O,-6%,.,.,-25%,3%,?,-12%
NC(=O)CCn1cnc2ccccc21,-4%,.,.,-25%,.,1.2%,3%
CCc1ccc(-c2nc(CSCC(=O)N3CCN(c4ncccn4)CC3)c(C)o2)cc1,7%,?,-9%,8%[46.1 µM],10%[38.3 µM],0.0%,10%
CN(CC(=O)Nc1ccc(N2CCOCC2)cc1)CC(=O)Nc1ccc([N+](=O)[O-])cc1Br,-6%,.,0%,24%,-8%,0.0%,7%
COc1ccc(NC(=O)c2[nH]ncc2[N+](=O)[O-])cc1,1%,-19%[46 µM],-12%,-11%,-6%,-3.7%,-2%
COc1cc(/C=C2/C(=N)N3C=CSC3=NC2=O)ccc1OCCCOc1ccccc1C,-2%,-4%,-2%,-18%[46.1 µM],6%[38.3 µM],2.1%,-12%
CCc1cccc(C)c1NC(=O)CSc1nnc(-c2ccco2)n1N,0%,?,1%,-11%[46.1 µM],1%[38.3 µM],0.0%,-6%
CCN(C(=S)Nc1cccnc1)c1cccc2ccccc12,-3%,?,2%,6%,-1%,1.1%,1%
Cc1cccc(C)c1N1CCN(S(=O)(=O)N(C)C)CC1,12%,5%[46 µM],0%,-18%,8%,0.0%,9%
O=C(Nc1ccc(N2CCOCC2)nc1)c1ccc(C(F)(F)F)cc1,7%,?,1%,0%,2%,0.0%,4%
CC(CC(=O)O)CC(=O)Nc1cc([N+](=O)[O-])ccc1O (centres undefined),-4%,?,-2%,6%,-5%,-3.5%,5%
N/C(=N\OC(=O)/C=C/c1ccccc1Cl)c1ccccn1,-10%,?,?,9%,3%,0.0%,4%
O=C(CSc1nnc(-c2cccnc2)n1Cc1ccco1)c1ccc(Cl)c(Cl)c1,-13%,7%,-2%,-21%[46.1 µM],16%[38.3 µM],0.8%,0%
Cc1ccc(S(=O)(=O)c2cn(CC(=O)Nc3ccccc3)c3ccc(F)cc3c2=O)cc1,9%[2.36 µM],2%,0%,-16%,-2%,2.6%,1%
CCn1c(CNc2ccc(F)cc2)nnc1SCC(=O)Nc1ccc(OC)cc1OC,2%,1%,.,-22%[46.1 µM],.,-7.1%,-1%
Cc1ccc(C(=O)CSc2nc(C)cc(SCc3nnc(-c4ccccc4)o3)n2)cc1,-1%,-3%,-2%,3%[46.1 µM],6%[38.3 µM],-1.0%,2%
COc1ccc(N(C)S(=O)(=O)c2cccc(C(=O)NCC3CCCO3)c2)cc1 (centres undefined),-1%,18%,2%,-12%[46.1 µM],45%[activator][38.3 µM],1.6%,4%
O=C(CNC(=O)c1ccccc1)NCC1COc2ccccc2O1 (centres undefined),0%,15%,-4%,2%[46.1 µM],4%[38.3 µM],3.0%,3%
CCOC(=O)N1CCN(C(=O)C2CCN(S(=O)(=O)N3CCCC3)CC2)CC1,9%,7%,-3%,-7%[46.1 µM],2%[38.3 µM],0.0%,-4%
CC1Cc2ccccc2N1C(=O)CN1CCc2ccccc2C1 (centres undefined),-1%,1%,.,-12%[46.1 µM],.,-0.2%,6%
O=C(N/N=C\c1ccccc1)c1ccccc1-n1cccc1,-15%,16%[46 µM],8%,0%,0%,-1.0%,-2%
Cc1nc2ccccc2n1C1CCN(CC(=O)NCc2ccc(F)cc2)CC1,-2%,6%[0.0737 µM],-1%,-12%[46.1 µM],4%[38.3 µM],-0.9%,-9%
O=C(Nc1nc2ccccc2[nH]1)C1CCCC1,-12%,-8%[46 µM],?,10%,1%,?,-2%
COc1ccc(-c2cc(=O)[nH]c(=S)[nH]2)cc1,5%,-9%[46 µM],-7%,-6%,-3%,1.1%,-12%
Cc1cc(-c2csc(NC(=O)c3ccccc3C(F)(F)F)n2)c(C)n1Cc1ccccc1,-3%,-12%,.,?,.,-0.9%,-1%
COc1ccc(S(=O)(=O)N2CCC(O)(c3ccc(Cl)cc3)CC2)cc1OC,8%,8%[46 µM],.,-6%,.,0.0%,-5%
CCN(CC)C(=S)NC(=O)c1ccc(OC)c(Br)c1,5%,-12%,1%,11%,2%,-0.6%,1%
Cc1nn(CC(=O)NCCc2ccccc2)c(C)c1[N+](=O)[O-],2%,-9%,1%,11%,-2%,0.0%,-4%
O=C(CSc1nc(-c2ccccc2)cc(C(F)(F)F)n1)NCc1ccco1,0%,0%,-4%,-15%[46.1 µM],19%[38.3 µM],0.0%,-4%
Cc1cccc(N2CCN(C(=O)c3ccc(NS(=O)(=O)c4c(C)noc4C)cc3)CC2)c1C,-4%,-27%,9%,-19%[46.1 µM],20%,-5.9%,6%
Cc1nc(C)c(CCNC(=O)c2ccccc2Br)s1,3%,2%,-4%,17%,0%,1.1%,5%
Cc1cc(NC(=O)CSc2nnc(-c3cccnc3)n2N)no1,-4%,6%,-2%,2%[46.1 µM],18%[38.3 µM],-1.0%,5%
CCc1cccc(C)c1NC(=S)NCc1ccccc1,-8%,-12%,0%,-29%,14%,-4.1%,-2%

# Looked up by structure from the list above, 4 records:
SMILES,CBFb-RUNX1 inh,Lamin A splicing,Luc counter,NPSR antagonist,IMPase Li inh,Epigenetic reg,aGal spleen mod
CCN(CC)C(=S)NC(=O)c1ccc(OC)c(Br)c1,5%,-12%,1%,11%,2%,-0.6%,1%
Cc1cccc(N2CCN(c3ccc(N4C(=O)CCCC4=O)cc3[N+](=O)[O-])CC2C)c1 (centres undefined),6%,?,2%,14%,-1%,-0.9%,4%
O=C(NNC(=S)NC(=O)C12CC3CC(CC(C3)C1)C2)c1ccncc1,-12%,?,2%,-10%[46.1 µM],4%,-2.8%,1%
Cc1nnc(SCC(=O)NCc2ccc3c(c2)OCO3)s1,0%,3%,3%,-1%[46.1 µM],0%,0.9%,2%
